Screens from PubChem.
PAD4 inh – PAD4 (human) enzyme inhibition. 330,000 compounds, 0.41% hits. inhibition, % at 6.36 µM. Q9UM07. recombinant PAD4, RCA probe fluorescence polarization;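 active = percent inhibition above a cutoff equal to the mean of all tested compounds plus 3 SD, cut at about 15% in these data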;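 note: 0% = PAD4 with RCA probe and DMSO and 100% = probe without PAD4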
PAFAH1B3 FP inh – inhibitors of human PAFAH1B3 | Q15102 | recombinant PAFAH1B3, FP-rhodamine probe, fluorescence polarization | inhibition, % at 3.39 µM | 340,000 compounds, 0.28% hits;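 active = inhibition above the screen-wide average of all tested compounds plus 3 SD, cut at about 25% in these data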;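 note: 0% = enzyme with DMSO only and 100% = wells lacking PAFAH1B3 protein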
LYPLA1 counter – LYPLA1 (human) inhibition in PME1 counter-screen; AID 2174; 320,000 compounds, 0.16% hits; inhibition, % at 5.9 µM; recombinant LYPLA1, FP-Rh probe fluorescence polarization;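 active = inhibition above the mean of all tested compounds plus 3 SD, set per campaign, cut at about 14% in these data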;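 note: inhibitors block serine hydrolase probe labeling of LYPLA1 so polarization falls; 0% = enzyme with DMSO and 100% = wells lacking LYPLA1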
Target sequence (O75608 whole entry, looked up): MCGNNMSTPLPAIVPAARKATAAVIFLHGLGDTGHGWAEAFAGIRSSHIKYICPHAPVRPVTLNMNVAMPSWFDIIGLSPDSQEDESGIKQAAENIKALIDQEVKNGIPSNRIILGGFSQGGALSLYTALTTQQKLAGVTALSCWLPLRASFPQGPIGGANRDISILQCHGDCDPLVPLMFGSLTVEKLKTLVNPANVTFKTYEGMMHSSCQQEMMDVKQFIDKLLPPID
EBNA-1 inh – blocks EBNA-1 binding to DNA; AID 1950; inhibition, % at 14.8 µM; EBNA-1 DNA binding, fluorescence polarization; 300,000 compounds, 0.34% hits; in the data active = inhibition above about 28%
GSTO1 inh – GSTO1 inhibition, counter-screen for RBBP9 inhibitors | P78417 | recombinant GSTO1, activity-based probe fluorescence polarization | inhibition, % at 5.96 µM | 300,000 compounds, 1.1% hits;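 active = inhibition above the campaign mean inhibition plus 3 SD, cut at about 35% in these data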;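 note: 0% = GSTO1-1 with DMSO and 100% = wells lacking GSTO1-1 enzyme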
Target sequence (P78417 whole entry, looked up): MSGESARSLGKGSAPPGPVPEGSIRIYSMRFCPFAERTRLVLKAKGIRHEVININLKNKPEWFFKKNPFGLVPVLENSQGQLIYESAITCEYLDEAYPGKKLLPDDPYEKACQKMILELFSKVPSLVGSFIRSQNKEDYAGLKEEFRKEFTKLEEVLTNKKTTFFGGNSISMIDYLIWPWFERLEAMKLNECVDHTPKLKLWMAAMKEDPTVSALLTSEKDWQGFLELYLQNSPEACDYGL
ZTA DNA inh – counter-screen for EBNA-1 inhibitors: inhibitors of Epstein-Barr virus ZTA | 320,000 compounds, 0.15% hits | inhibition, % at 11 µM | P03206 | ZTA-DNA binding, fluorescence polarization; in the data active = inhibition above about 33%
Target sequence (P03206 whole entry, looked up): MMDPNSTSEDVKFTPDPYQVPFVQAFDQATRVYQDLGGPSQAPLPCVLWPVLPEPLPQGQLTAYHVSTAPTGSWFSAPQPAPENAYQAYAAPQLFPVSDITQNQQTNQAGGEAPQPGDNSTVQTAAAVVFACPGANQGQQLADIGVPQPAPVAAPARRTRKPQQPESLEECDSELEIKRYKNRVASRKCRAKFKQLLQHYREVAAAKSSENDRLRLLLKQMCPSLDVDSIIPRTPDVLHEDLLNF
PAFAH2 inh – PAFAH2 (human) inhibition. 340,000 compounds, 0.99% hits. inhibition, % at 3.39 µM. recombinant PAFAH2, FP-rhodamine activity probe, fluorescence polarization;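 active = inhibition above the mean over all tested compounds plus 3 SD, cut at about 30% in these data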;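 note: inhibitors block probe labeling of enzyme so polarization drops; 0% = enzyme with DMSO and 100% = wells lacking PAFAH2 protein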
PREPL inhibitor – inhibits the human prolyl oligopeptidase-like enzyme; Q4J6C6; inhibition, % at 5.96 µM; recombinant PREPL, fluorescence polarization activity-based probe; 320,000 compounds, 0.68% hits; in the data active = inhibition above about 43%;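 note: 0% = enzyme with DMSO and 100% = wells lacking enzyme; many of its hits are not listed in these tables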
LYPLA2 counter – counter-screen for PME1 inhibitors: inhibitors of human LYPLA2; 320,000 compounds, 0.38% hits; recombinant LYPLA2, FP-Rh probe fluorescence polarization; inhibition, % at 5.9 µM;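 active = inhibition above the screen-wide mean plus 3 SD, limit set per campaign, cut at about 26% in these data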;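 note: 0% = LYPLA2 with DMSO and 100% = wells lacking LYPLA2 enzyme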
Target sequence (O95372 whole entry, looked up): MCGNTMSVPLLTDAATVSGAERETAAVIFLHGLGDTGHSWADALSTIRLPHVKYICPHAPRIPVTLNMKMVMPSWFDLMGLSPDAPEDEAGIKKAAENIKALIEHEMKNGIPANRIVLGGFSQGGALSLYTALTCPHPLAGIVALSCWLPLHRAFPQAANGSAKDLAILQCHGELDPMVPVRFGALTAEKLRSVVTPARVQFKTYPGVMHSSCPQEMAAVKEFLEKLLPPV
Starred values were filed as active, the others as inactive; · = no result given. This is a subset (hit frequency here may not be typical).

item	Molecule	PAD4 inh	PAFAH1B3 FP inh	LYPLA1 counter	EBNA-1 inh	GSTO1 inh	ZTA DNA inh	PAFAH2 inh	PREPL inhibitor	LYPLA2 counter
1	COc1ccc(CCC(=O)N(C)CC(=O)Nc2cc(C)ccc2C)cc1	-2	3	2	-16	1	-12	-3	15	0
2	CN(CC(=O)Nc1ccc(F)cc1)C(=O)C1CCCC1	3	1	1	·	·	2	-1	8	0
3	Cc1ccc(NC(=O)CN2C(=O)NC3(CCCCCC3)C2=O)cc1Cl	1	-4	-2	·	·	-2	2	-23	6
4	COc1ccc(NC(=O)c2ccc3c(=O)n4c(nc3c2)CCCCC4)cc1	0	4	-7	-1	-4	4	2	4	-6
5	C/C(N)=C(/C#N)C(=O)COc1ccc(Cl)cc1Cl	2	1	-4	5	1	5	2	0	0
6	Cc1oc(-c2cc(F)cc(F)c2)nc1CN1CCN(C(=O)c2ccco2)CC1	0	0	2	-9	-5	15	-8	6	-1
7	COc1ccccc1-n1c(=O)[nH]c2c(C(N)=O)nc(CC(C)C)nc21	6	2	1	3	6	-10	-5	16	0
8	COc1ccc(/C=C/C(=O)OCC(=O)c2ccc3c(c2)NC(=O)CO3)cc1	-3	-5	-1	6	-6	4	0	-6	3
9	COc1ccc(S(=O)(=O)N2CCN(c3ncccn3)CC2)cc1[N+](=O)[O-]	-5	2	-1	-6	-4	2	10	9	-2
10	COC(=O)C1C(=O)N2CCCSC2=C(C#N)C1c1cccs1 (stereo not drawn)	-2	1	-1	11	4	-5	-4	6	2
11	O=C(O)c1oc2ccccc2c1-n1cccc1	-2	3	-3	-7	-3	2	-3	-15	-4
12	Cc1ccc(S(=O)(=O)Nc2ccc3c(c2)C(=O)N([C@H](C)CO)C[C@@H](C)[C@@H](CN(C)C(=O)Nc2cccc4ccccc24)O3)cc1	-2	1	·	·	·	·	7	42	·

Reprinted at random: two compounds from above
item	Molecule	PAD4 inh	PAFAH1B3 FP inh	LYPLA1 counter	EBNA-1 inh	GSTO1 inh	ZTA DNA inh	PAFAH2 inh	PREPL inhibitor	LYPLA2 counter
12	Cc1ccc(S(=O)(=O)Nc2ccc3c(c2)C(=O)N([C@H](C)CO)C[C@@H](C)[C@@H](CN(C)C(=O)Nc2cccc4ccccc24)O3)cc1	-2	1	·	·	·	·	7	42	·
8	COc1ccc(/C=C/C(=O)OCC(=O)c2ccc3c(c2)NC(=O)CO3)cc1	-3	-5	-1	6	-6	4	0	-6	3

By substructure, the entries above with a Cl atom (2)
item	Molecule	PAD4 inh	PAFAH1B3 FP inh	LYPLA1 counter	EBNA-1 inh	GSTO1 inh	ZTA DNA inh	PAFAH2 inh	PREPL inhibitor	LYPLA2 counter
3	Cc1ccc(NC(=O)CN2C(=O)NC3(CCCCCC3)C2=O)cc1Cl	1	-4	-2	·	·	-2	2	-23	6
5	C/C(N)=C(/C#N)C(=O)COc1ccc(Cl)cc1Cl	2	1	-4	5	1	5	2	0	0

Going on with the list.
item	Molecule	PAD4 inh	PAFAH1B3 FP inh	LYPLA1 counter	EBNA-1 inh	GSTO1 inh	ZTA DNA inh	PAFAH2 inh	PREPL inhibitor	LYPLA2 counter
13	CC(C)(C)OC(=O)N1CCN(C(=O)c2[nH]cnc2C(=O)NCc2ccccc2)CC1	-2	2	2	·	·	-8	0	14	-7
14	CCCc1nnc(NC(=O)CCC(=O)NC2CCCc3ccccc32)s1 (stereo not drawn)	2	4	0	1	3	-1	-7	3	5
15	COc1ccc(Cc2nnc(NC(=O)Nc3cccc(OC)c3)s2)cc1	0	-1	-9	10	-5	4	-3	-11	-19
16	CC1CCCC(C)N1C(=O)CSc1nc2ncnc(N)c2[nH]1 (stereo not drawn)	1	11	0	-4	-2	-14	13	19	4
17	O=C(NC(Cc1ccccc1)C(=O)O)C1CCN(S(=O)(=O)c2ccccc2C(F)(F)F)CC1 (stereo not drawn)	-10	3	1	-20	3	-12	3	2	1
18	CC(=O)Nc1ccc(-n2c(C)ccc2C)cc1	-2	13	0	1	4	11	3	13	-2
19	O=c1c2cc(NC(=S)N3CCCCC3)ccc2nc2n1CCCCC2	-2	3	3	13	5	-2	5	7	2
20	COc1ccccc1Nc1nc(NCCCN(C)C)nc(N)c1[N+](=O)[O-]	-3	3	-2	4	-4	-11	5	31	-2
21	O=C(CN1C2=NCCCN2c2ccccc21)c1ccc(Cl)cc1Cl	0	1	-3	-4	2	-6	-4	-13	7
22	O=C(NC1CCCCC1)C(c1ccccn1)N(C(=O)c1csnn1)c1ccccc1 (stereo not drawn)	-6	8	-1	0	0	-2	3	-1	1
23	O=[N+]([O-])c1ccc(CSc2ccccn2)cc1	-1	4	-1	6	4	0	-5	2	-5
24	CCC(C)C(=O)Nc1cc(Cl)ccc1C(=O)O (stereo not drawn)	-5	5	-1	5	-8	13	4	-6	10
25	Cc1ccccc1CS(=O)(=O)CCC(=O)NCCCN1CCOCC1	-3	-4	4	-3	-1	-18	7	-3	8
26	Cc1ccc(SCCNC(=O)c2ccc([N+](=O)[O-])c(C)c2)cc1	-2	12	-4	3	4	3	5	1	2
27	CCOP(=O)(OCC)C(NCc1ccccc1)c1ccc(Br)cc1 (stereo not drawn)	4	3	-4	-2	6	0	4	2	2
28	CCCN(CCC)CCNC(=O)CS(=O)Cc1nc(-c2ccc(C)cc2)oc1C (stereo not drawn)	1	3	-2	-15	5	-2	-1	13	-4
29	Cc1cc(NC(=O)c2noc3c2CCCC3)no1	2	4	3	4	2	-7	-3	9	5
30	CCNC(=O)c1cc2c(=O)n3cccc(C)c3nc2n(Cc2ccc(C)cc2)c1=N	-4	6	-2	-7	0	9	-10	-2	5
31	O=C(c1cc(-c2ccc(F)cc2)on1)N1CCN(c2ccc(F)cc2)CC1	3	3	2	7	4	2	-5	24	9
32	Cc1cc(Cl)ccc1NC(=S)Nc1cccnc1	6	9	0	4	0	10	-3	-12	3
33	CCC(Oc1cccc(Cl)c1)C(=O)N1CCCN(C)CC1 (stereo not drawn)	-2	1	-5	14	5	19	-2	2	-2
34	CCOC(=O)c1c(C)n(C)c2ccc(OCC(O)Cn3c(C)nc4ccccc43)cc12 (stereo not drawn)	-3	8	0	1	4	0	6	13	2
35	C=Cn1nc(C)c2ccccc2c1=O	0	5	-1	-4	1	0	-2	-8	2
36	C=CCNc1nc(C)c(C(C)=O)cc1C#N	4	-5	2	4	13	-17	1	-3	4

Entries from the list above that contain an NH in an aromatic ring (3):
item	Molecule	PAD4 inh	PAFAH1B3 FP inh	LYPLA1 counter	EBNA-1 inh	GSTO1 inh	ZTA DNA inh	PAFAH2 inh	PREPL inhibitor	LYPLA2 counter
7	COc1ccccc1-n1c(=O)[nH]c2c(C(N)=O)nc(CC(C)C)nc21	6	2	1	3	6	-10	-5	16	0
13	CC(C)(C)OC(=O)N1CCN(C(=O)c2[nH]cnc2C(=O)NCc2ccccc2)CC1	-2	2	2	·	·	-8	0	14	-7
16	CC1CCCC(C)N1C(=O)CSc1nc2ncnc(N)c2[nH]1 (stereo not drawn)	1	11	0	-4	-2	-14	13	19	4

4 entries already listed, arranged by the value under PREPL inhibitor, falling.
item | Molecule | PAD4 inh | PAFAH1B3 FP inh | EBNA-1 inh | PAFAH2 inh | PREPL inhibitor
31 | O=C(c1cc(-c2ccc(F)cc2)on1)N1CCN(c2ccc(F)cc2)CC1 | 3 | 3 | 7 | -5 | 24
34 | CCOC(=O)c1c(C)n(C)c2ccc(OCC(O)Cn3c(C)nc4ccccc43)cc12 (stereo not drawn) | -3 | 8 | 1 | 6 | 13
26 | Cc1ccc(SCCNC(=O)c2ccc([N+](=O)[O-])c(C)c2)cc1 | -2 | 12 | 3 | 5 | 1
30 | CCNC(=O)c1cc2c(=O)n3cccc(C)c3nc2n(Cc2ccc(C)cc2)c1=N | -4 | 6 | -7 | -10 | -2

New compounds follow
item	Molecule	PAD4 inh	PAFAH1B3 FP inh	LYPLA1 counter	EBNA-1 inh	GSTO1 inh	ZTA DNA inh	PAFAH2 inh	PREPL inhibitor	LYPLA2 counter
37	Cc1ccccc1Cn1c(=O)n(CC2CCC(C(=O)NCCc3ccccc3)CC2)c(=O)c2ccccc21 (stereo not drawn)	-4	-4	-3	-2	4	-9	-4	1	-9
38	COc1cc(C2c3c(-c4cc(C)cc(C)c4O)n[nH]c3C(=O)N2CCCO)cc(OC)c1OC (stereo not drawn)	-5	4	-3	11	4	2	4	2	3
39	O=C(CCCc1ccccc1)NCc1ccc(Cl)cc1	6	2	5	0	7	-13	2	-33	7
40	CC(C)CCNC(=O)CCCCn1c(=O)[nH]c2ccsc2c1=O	-3	4	-1	7	-1	9	6	10	-1
41	O=C(O)C[C@H]1c2cc(F)ccc2S(=O)(=O)N1Cc1ccccc1	1	10	-2	5	0	18	1	-4	2
42	COc1ccc(C(C(=O)NC2CCCCC2)N(Cc2cccs2)C(=O)Cc2c[nH]c3ccccc23)cc1 (stereo not drawn)	-1	13	-3	-1	1	3	4	8	10
43	Cc1onc(-c2ccccc2)c1C(=O)Nc1ccccc1NC(=O)c1c(-c2ccccc2)noc1C	4	4	8	13	1	9	-2	2	0
44	CN(C(=O)CSc1nnc(-c2ccc3c(c2)OCO3)o1)C1CCS(=O)(=O)C1 (stereo not drawn)	5	0	-1	·	·	4	-3	6	-4
45	CCOC(=O)CSc1nnc(-c2ccoc2C)n1-c1ccc(C)cc1	6	7	-1	-14	-1	3	13	-4	2
46	CCCCN(C(=O)C1CC(=O)N(c2ccc3c(c2)OCCO3)C1)c1c(N)n(CCC)c(=O)[nH]c1=O (stereo not drawn)	4	4	·	·	·	·	-1	8	·
47	COC(=O)c1ccc(-c2sc3nc(N4CCOCC4)c4c(c3c2N)CC(C)(C)OC4)o1	-3	5	1	-6	-2	-14	3	-2	-4
48	CC(=O)N/C(=C/c1ccccc1)C(=O)N1CCCCC1	0	12	6	-6	3	-6	-3	-10	9
49	CCO/N=C(/C)c1c(O)c(C)c(-c2ccccc2)n(-c2ccccc2)c1=O	0	3	1	-2	-2	-6	-1	6	-2
50	Cc1ccc(NC(=O)CSc2nc3ccccc3c(=O)n2CCCC(=O)NCCCN2CCOCC2)cc1	-2	7	-2	10	-6	6	9	7	-2
51	CCN(CC)S(=O)(=O)c1ccc(C2CNC(=O)C2)cc1 (stereo not drawn)	2	-1	1	3	6	0	4	0	-3
52	Cc1c(C(=O)OCC(=O)NCCN2C(=O)CSC2=O)oc2c1ccc1ccccc12	0	6	-3	-1	-6	-10	5	-4	2
53	O=C1N(c2cccc3ccccc23)C(c2ccccc2)N2CCCN12 (stereo not drawn)	-2	10	0	-2	4	1	-4	9	2
54	CC(/C=C/c1ccc2c(c1)OCO2)=N\NC(=O)C(O)c1ccccc1 (stereo not drawn)	0	4	7	5	0	-12	6	0	6
